ATXN2 expr inh = ATXN2 expression inhibition; Potency, µM (series often up to 57 µM), for inactives: at the highest dose activity change, negative = inhibition, most hits filed as inhibitors; AID 1745845; HEK-293 ATXN2-luciferase reporter, luminescence, 24 h; hit rate 0.72% among 360,000; note: potency is the fitted concentration of half-maximal effect; % is set by controls: 0 for no effect and ±100 for the full control effect; nearly all actives have a fitted effect of over 55% in size
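ATXN2-luciferase reporter cells (luciferase flanked by upstream and downstream ATXN2 gene portions) were treated 24 h at 37 °C with compounds at up to 57 uM. SteadyGlo luminescence gave expression; GF-AFC fluorescence gave viability.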
IL-1B inflam inh = inflammasome signaling inhibition, IL-1 beta readout; THP-1 LPS/ATP IL-1B secretion, AlphaLISA, 16 h; stronger effect = lower value; activity change, % at 57.5 µM; hit rate 4.7% among 360,000; AID 743279; in the data active = activity change below about -50%; inconclusive = mostly about -30% to -49%; note: % is set by controls: 0 for no effect and ±100 for the full control effect
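Secreted IL-1B measured by AlphaLISA bead assay after 16 h compound exposure of THP-1 cells; compounds (final up to 57.5 uM) added 1 h before LPS (250 ng/mL) and ATP (1.25 mM) stimulation; lower signal means less secretion.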
HepG2 viability = kills HepG2 cells in TGF-b inhibitor counter-screen | hit rate 0.76% among 410,000 | HepG2 CAGA-GFP viability, ATP luminescence, 18 h | AID 588856 | Potency, µM (doses to about 46.1 µM), for inactives: top-dose activity change, negative = cytotoxicity, usual class: cytotoxic; note: potency is the fitted concentration of half-maximal effect; some results filed as inactive show a strong effect at the top dose
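HepG2 CAGA-GFP cells (1000/well, DMEM with 1% FBS) received compound, then TGF-beta at 500 pg/mL final, and were incubated 18 hours at 37 degrees C. Viability was read by CellTiter-Glo luminescence. Media-only wells were set as complete cell-killing and DMSO as no toxicity.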
HT1080NT lethal = kills 2HG-producing HT-1080-NT fibrosarcoma cells | Potency, µM (highest dose often 46.1 µM), inactives show top-dose activity, negative = less viability, hits mostly cytotoxic | HT-1080-NT fibrosarcoma viability, CellTiter-Glo ATP luminescence, 48 h | hit rate 1.6% among 360,000;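 note: NT is the 2HG producing partner of a matched IDH1 knockdown line; potency is the fitted concentration of half-maximal effect; 0% = DMSO-treated cells and -100% = media-only wells without cells; nearly all actives have a fitted effect of over 55% in size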
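750 cells/well, RPMI + 5% FBS; 2 h settle, compound pin-transfer, 48 h at 37 degrees C. CellTiter-Glo 10 min RT, luminescence. Normalized to DMSO and media-only wells.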
KB-3-1 tox = KB-3-1 parental cell cytotoxicity; KB-3-1 viability, CellTiter-Glo ATP luminescence, 72 h; Potency, µM (highest dose often 46.1 µM), inactives show top-dose activity change, negative = cytotoxic, usual class: cytotoxic; AID 1347075; hit rate 1.4% among 400,000; note: potency is the fitted concentration of half-maximal effect; % is set by controls: 0 for no effect and ±100 for the full control effect; nearly all actives have a fitted effect of over 60% in size
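Screening of KB-3-1 cells (DMEM, 10% FBS, phenol-red free) ran from lowest to highest compound concentration; after 72 h at 37 °C viability was read luminescently and curves fitted.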
MCF10A rerep = inducers of DNA re-replication in MCF 10A breast cells. AID 624296. Potency, µM (highest dose often 46.1 µM), for inactives: at the top dose activity, positive = re-replication, usual class: activators. hit rate 2.9% among 350,000. MCF 10A DNA re-replication, Hoechst nuclear intensity, 48 h; note: potency is the fitted concentration of half-maximal effect; % of control where 0% means no effect; nearly all actives have a fitted effect of over 50% in size
SW480 rereplic = inducers of DNA re-replication in SW480 colon cancer cells; SW480 DNA re-replication, Hoechst DNA content imaging, 48 h; Potency, µM (titrated, usually from 46.1 µM), inactives show at the highest dose re-replication activation, actives largely listed as activators; hit rate 1.8% among 340,000; AID 624297; note: potency is the fitted concentration of half-maximal effect; % of control where 0% means no effect; nearly all actives have a fitted effect of over 55% in size
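Treated cells incubate 48 hr (37 C, 5% CO2), are stained 40 min with Hoechst, and nuclear fluorescence is enumerated; a rise in nuclei with high DNA signal marks re-replication.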
S2 tox = viability counter-screen for ATXN expression inhibitors | S2 cells (HEK-293 line with an ATXN2-luciferase reporter) viability, CellTiter-Fluor protease fluorescence, 24 h | hit rate 0.49% among 400,000 | Potency, µM (titrated, usually from 56.7 µM), actives largely listed as cytotoxic | AID 651635; note: potency is the fitted concentration of half-maximal effect; nearly all actives have a fitted effect of over 40% in size
HT1080 IDH1KD tx = HT-1080 IDH1 knockdown cell toxicity (counter line); HT-1080 IDH1 knockdown viability, ATP luminescence, 48 h; Potency, µM (series often up to 46.1 µM), without a hit: top-dose activity, negative = toxicity, most hits filed as cytotoxic; hit rate 2% among 360,000;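 note: potency is the fitted concentration of half-maximal effect; 0% = DMSO wells and -100% = cell-free medium wells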
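IDH1KD HT-1080 cells, 750/well, RPMI + 5% FBS; compound pinned after 2 h settling; 48 h, 37 °C; CellTiter-Glo luminescence; % activity normalised to DMSO and no-cell wells; curves fitted, classed by r2 and efficacy.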
* = called active by the depositor; i = inactive; ? = inconclusive; · = not tested or not shown; [ ] = dose if it differs, or a comment. Unless noted, calls come from the whole dose curve; as a rule, active = well fitted curve in the direction sought with a large enough effect; inconclusive = small, poorly fitted or top-dose-only effect, or another doubt; inactive = no such curve, though single readings can be large; an effect the other way counts as inactive or inconclusive. The order is random. Share with any hit: about 8.9%.

Order of values: ATXN2 expr inh	IL-1B inflam inh	HepG2 viability	HT1080NT lethal	KB-3-1 tox	MCF10A rerep	SW480 rereplic	S2 tox	HT1080 IDH1KD tx
> COc1ccc([N+](=O)[O-])cc1N(CC(=O)N(C)C)S(C)(=O)=O
  -28%	3	-15%	3%	18%	-3%	-3%	?	6%
> CC1(C(=O)NS(=O)(=O)c2cccc(F)c2)CCN1C(=O)c1ccccc1 (stereo unspecified)
  2%	22	1%	5%	0%	·	·	i	20%
> Cc1ccccc1C(=O)c1cccn1CC(=O)NCc1ccccc1Cl
  12%	0	-33%	0%	0%	?	15%	i	-9%
> O=C(Nc1cccc(Cc2ccccc2)c1)Nc1cccc2[nH]c([C@@H]3O[C@H](CO)[C@@H](O)[C@H](O)[C@H]3O)nc12
  2%	49	10%	8%	-2%	·	·	i	4%
> CC[C@@H](C)[C@@H](C(=O)N1CCN(C(=O)OC(C)(C)C)CC1)n1cc(CCC(=O)O)nn1
  2%	-1	-1%	9%	12%	13%	-7%	i	10%
> CN(C)S(=O)(=O)c1ccc2c(c1)N(CC(=O)N1CCN(c3cccc(Cl)c3)CC1)CCS2
  -7%	·	-26%	·	4%	·	·	i	·
> Cc1ccnc(NC(=O)Cn2c(=O)oc3ccccc32)c1
  19%	21	2%	19%	3%	-20%	-14%	i	20%
> S=C(NN=C(C1CC1)C1CC1)Nc1ccccc1
  21%	4	-2%	13%	19%	0%	1%	i	2%
> COCC(=O)N(Cc1cc2cc(OC)ccc2[nH]c1=O)c1ccccc1
  1%	6	-1%	18%	3%	-4%	4%	i	11%
> CCCS(=O)(=O)NC(=O)C1(C)CCCN(C(=O)COc2ccc(Cl)cc2Cl)C1 (stereo unspecified)
  4%	40	-43%	5%	0%	·	·	i	4%
> Cc1ccc(-n2nc(C(=O)N3CCN(C)CC3)c3c4ccccc4n(C)c3c2=O)cc1
  1%	74	-26%	10%	11%	19%	-3%	i	0%
> CCN1C(=O)C(CC(=O)NCCc2ccccc2)N(NC(=O)c2ccc(Br)cc2)C1=S (stereo unspecified)
  ·	-12	-30%	-13%	-7%	·	·	?	0%
> Cc1ccc(Cl)cc1N1CCN(C(=O)c2ccc(NS(=O)(=O)c3c(C)noc3C)cc2)CC1
  -16%	-17	-21%	-21%	-25%	15µM*	?	i	-25%
> C#CC(C)OC(=O)Nc1cnccc1C(F)(F)F (stereo unspecified)
  -7%	-12	-10%	-2%	3%	2%	2%	i	-3%
> CCOC(=O)c1ccc(NC(=S)NN)cc1
  15%	-19	-7%	-22%	1%	-10%	?	i	-13%
> COc1ccc(/C=N/NC(=O)c2[nH]c3ccc(Cl)cc3c2-c2ccccc2)c(C(=O)O)c1OC
  ?	56	-21%	-25%	-13%	?	13%	·	?
> O=C(CCSCCc1ccccn1)Nc1ccccc1C(F)(F)F
  0%	·	0%	·	-5%	·	·	i	·
> Cc1ccc(CN2C(=O)C3(c4ccccc42)N(c2ccc(C)c(Cl)c2)C(=O)CS3(=O)=O)cc1 (stereo unspecified)
  -1%	·	-31%	·	?	·	·	i	·
> COc1cc(NC(=O)Cn2c(=O)n(Cc3ccco3)c(=O)c3sc4ccccc4c32)cc(OC)c1
  14%	·	-2%	·	3%	·	·	i	·
> O=C(O)c1c2c(nc3ccccc13)/C(=C/c1c(F)cccc1F)CCC2
  10%	12	-8%	-24%	-6%	-1%	-2%	i	0%
> CCN1CCN(C(=O)C2CCN(S(=O)(=O)c3cc(Cl)ccc3Cl)CC2)CC1
  17%	24	-23%	-3%	7%	6%	-2%	i	-4%
> CCOC(=O)c1ccc(NC(=O)CCn2nnc3ccccc32)cc1
  22%	3	-7%	-24%	?	10%	0%	i	-20%
> CN(c1ccccc1C(=O)N1CCN(c2ccccc2F)CC1)S(=O)(=O)c1ccccc1
  -1%	-3	-1%	5%	·	5%	10%	?	0%
> COc1ccccc1N1CCN(C(=O)C(Cc2ccccc2)NC(=O)C2CCCCC2)CC1 (stereo unspecified)
  3%	-3	5%	1%	-6%	23%	0%	i	2%
> CC12COC3(C(=O)Nc4nccs4)CC1CCC32C (stereo unspecified)
  4%	33	-4%	5%	11%	-7%	-4%	i	-3%
> CCCCC(=O)Nc1ccc(NC(=O)C2CC2)nc1
  4%	-30	-17%	20%	7%	-4%	3%	i	4%
> Cc1cc(OCC(=O)N(C(C)C)C(C)C)cc(C)c1Br
  -11%	?	-18%	-1%	1%	17%	0%	i	-10%
> O=C(Nc1ccccc1Oc1ccsc1C(=O)O)c1ccccc1F
  ·	8	-2%	3%	1%	-4%	0%	i	9%
> NS(=O)(=O)c1ccc(NC(=O)CSc2nc3ccccc3nc2N2CCOCC2)cc1
  13%	-19	-11%	-1%	18%	-1%	-1%	?	-14%
> COC(=O)/C(C#N)=C/c1c(Oc2cc(C)cc(C)c2)nc2c(C)cccn2c1=O
  -6%	-2	-29%	0%	-11%	0%	-1%	i	-1%
> C/C(=N\NC(=O)Cc1c(C)[nH][nH]c1=O)c1ccc(Cl)c(Cl)c1
  3%	-10	18%	0%	14%	17%	-2%	i	3%
> N=c1n(CCOc2ccccc2)c2ccccc2n1CCN1CCOCC1
  -30%	-19	-1%	-1%	-3%	21%	-4%	i	-6%
> O=C(O)CCC(=O)N1CCC(n2nnc3cc(C(F)(F)F)ccc32)CC1
  2%	-1	-1%	14%	15%	-1%	-9%	i	11%
> CC1(CCc2ccccc2)NC(=O)N(CC(=O)Nc2ccc(OC(F)F)cc2)C1=O (stereo unspecified)
  -4%	?	-1%	2%	-8%	4%	1%	?	-3%
> O=C(NNc1ccccc1)C(=O)NNS(=O)(=O)c1ccc([N+](=O)[O-])cc1
  -4%[11.3 µM]	11	10%	2.1µM*	?	-4%	-11%	i	5.8µM*
> CC1CCN(c2c(NCc3ccc(C(=O)NCc4ccccc4)cc3)c(=O)c2=O)CC1
  -10%	26	1%	-8%	-4%	-8%	-12%	i	-6%
> CC(C)(C)NC(=O)CSc1ccc(C(C)(C)C)cc1
  8%	10	-13%	3%	1%	19%	10%	i	-4%
> O=c1c2c(nc3c(-c4cccc(Br)c4)c[nH]n13)CCCC2
  ?	-15	-6%	-10%	-20%	-68%[0.0737 µM]	?	i	-13%
> CCCSc1oc(-c2ccco2)nc1S(=O)(=O)c1ccc(C)cc1
  -14%	-13	-2%	-5%	0%	15%	?	i	-14%
> CCc1ccc(NC(=O)N2c3ccccc3Sc3ccccc32)cc1
  6%	·	-12%	·	-6%	·	·	i	·
> COc1ccccc1-c1cc2nc(C)c(CCC(=O)NCc3cccc(Cl)c3)c(C)n2n1
  0%	·	-19%	·	3%	·	·	i	·
> CCCCN(CCCNC(=O)c1ccc(CS(=O)(=O)c2ccc(OC)cc2)o1)Cc1ccccc1
  -2%	0	-23%	-2%	-20%	-7%	-4%	i	-1%
> COCCCNC(=O)CNC(=S)N(Cc1ccc(F)cc1)C1CCCCC1
  0%	7	-24%	0%	6%	-3%	-11%	i	5%
> CC(C)(C)C1CCc2onc(C(=O)Nc3ccc4c(c3)OCO4)c2C1 (stereo unspecified)
  -14%	-29	10%	?	-3%	?	-16%	i	13µM*
> O=C(O)c1cnn2c(-c3ccccc3)ccnc12
  6%	0	-9%	-8%	-2%	1%	16%	i	10%
> CC1(c2nnc(-c3ccc(F)cc3)o2)CC(c2ccc(F)cc2)=NO1 (stereo unspecified)
  -11%	-13	-20%	-2%	-14%	13%	-8%	i	0%
> O=C(Nc1cccc(S(=O)(=O)N2CCCC2)c1)[C@@H]1O[C@H](CO)[C@H](O)[C@H](O)[C@H]1O
  -13%	11	10%	26%	0%	·	·	i	13%
> COc1ccc(C(=O)/C=C/Nc2ccccn2)c(OC)c1
  48%[activator]	-63*	-1%	-16%	0%	11%	-13%	?	?
> Cn1nc(-c2ccccc2)c(C(O)c2ccccc2C(F)(F)F)c1Cl (stereo unspecified)
  -9%	9	-4%	9%	-15%	6%	-1%	i	11%
> O=C(Cn1c(=O)c2cccn2c2ccc(F)cc21)NCCCN1CCN(c2ccccc2F)CC1
  -15%	-11	-21%	?	-17%	13%	2%	i	?
> CC(Sc1nc(=O)cc(N)n1CCc1ccccc1)C(=O)Nc1cccc(Cl)c1 (stereo unspecified)
  -20%	·	0%	·	-5%	·	·	?	·
> COc1ccc(NC(=O)Cn2c(=O)n(-c3ccc(OC)cc3)c(=O)c3sc4ccccc4c32)cc1
  7%	·	5%	·	-2%	·	·	?	·
> c1cc(C(c2nnnn2C2CCCC2)N2CCOCC2)ccn1 (stereo unspecified)
  -3%	10	4%	1%	1%	?	-7%	i	-5%[9.24 µM]

Arranged by number of heavy atoms (descending): part of the list above
Order of values: ATXN2 expr inh	IL-1B inflam inh	HepG2 viability	HT1080NT lethal	KB-3-1 tox	MCF10A rerep	SW480 rereplic	S2 tox	HT1080 IDH1KD tx
> O=C(CCSCCc1ccccn1)Nc1ccccc1C(F)(F)F
  0%	·	0%	·	-5%	·	·	i	·
> C/C(=N\NC(=O)Cc1c(C)[nH][nH]c1=O)c1ccc(Cl)c(Cl)c1
  3%	-10	18%	0%	14%	17%	-2%	i	3%
> Cc1ccnc(NC(=O)Cn2c(=O)oc3ccccc32)c1
  19%	21	2%	19%	3%	-20%	-14%	i	20%

High-throughput results: PubChem BioAssay, National Center for Advancing Translational Sciences (NCATS)
